Source: PubChem BioAssay (National Center for Advancing Translational Sciences (NCATS))
ALOX12 inh: Primary qHTS assay for inhibitors of human arachidonate 12S-lipoxygenase (ALOX12): Round 2. 1.1% of 580,000 active. Potency, µM (titrated, usually from 108 µM), for the others: at the highest dose activity change, negative = inhibition, actives largely listed as inhibitors. purified 12hLO, xylenol orange hydroperoxide absorbance. AID 1671190, 2021. Polyunsaturated fatty acid lipoxygenase ALOX12 (Homo sapiens), P18054; active = well fitted inhibition curve with a large enough effect; inconclusive = small, poorly fitted or top-dose-only effect, or another doubt; inactive = no such curve, though single readings can be large or run the other way
Target sequence (P18054 whole entry, looked up): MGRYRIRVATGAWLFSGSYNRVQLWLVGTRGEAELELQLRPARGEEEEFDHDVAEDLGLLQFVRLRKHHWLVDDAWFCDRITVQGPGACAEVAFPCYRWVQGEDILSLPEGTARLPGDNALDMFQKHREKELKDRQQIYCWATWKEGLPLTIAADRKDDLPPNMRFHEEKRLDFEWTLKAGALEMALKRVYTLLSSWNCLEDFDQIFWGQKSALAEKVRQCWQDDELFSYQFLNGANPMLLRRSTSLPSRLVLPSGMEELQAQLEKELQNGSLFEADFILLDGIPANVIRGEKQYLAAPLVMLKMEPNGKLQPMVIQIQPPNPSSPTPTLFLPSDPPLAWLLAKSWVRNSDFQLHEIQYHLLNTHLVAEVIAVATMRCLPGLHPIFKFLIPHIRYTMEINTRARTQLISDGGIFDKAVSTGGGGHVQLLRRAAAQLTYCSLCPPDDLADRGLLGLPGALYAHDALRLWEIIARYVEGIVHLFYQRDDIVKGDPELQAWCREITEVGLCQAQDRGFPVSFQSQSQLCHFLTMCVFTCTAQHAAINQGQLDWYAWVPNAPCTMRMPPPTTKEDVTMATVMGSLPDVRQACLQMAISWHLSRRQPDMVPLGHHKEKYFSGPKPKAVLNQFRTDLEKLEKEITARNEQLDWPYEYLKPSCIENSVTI
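Purified human 12hLO (150 nM final) in 25 mM Hepes, 0.01% Triton X-100, pH 7.0 was preincubated 15 min at room temperature with compound. Then 40 uM arachidonic acid was added, 30 min. Hydroperoxide was read by Fe-XO absorbance ratio 573/405 nm.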
* = called active by the depositor; ? = inconclusive; [ ] = remark or other dose. % is scaled to controls: 0 for no effect and ±100 for the full control effect; potency is read from the fitted curve at half-maximal effect. The list is partial; rates above refer to the full screens.

SMILES | ALOX12 inh
Cc1cccc(-c2nocc2CCC(=O)NCc2ccccc2F)c1 | 14%
COc1cccc(S(=O)(=O)N2CC(n3cc(C(=O)NCc4ccccc4)nn3)C2)c1 | ?
Cc1ccc(NC(=O)c2cccc(NC(=O)NC(C)C)c2)cc1Cl | ?
CCc1nnc(NC(=O)c2cc(-c3ccccc3OC)on2)s1 | -21%
O=C(CCC1CCCC1)NC1CCN(c2cnn(Cc3ccccc3)c(=O)c2)CC1 | 36%
CCCc1cc(=O)oc2cc(C)cc(OCC(=O)NC3CC(C)(C)NC(C)(C)C3)c12 | -5%
Cc1cc(NC(=O)Cn2cnc3c2c(=O)n(C)c(=O)n3C)ccc1Br | -20%
COc1cc(OC)c(C(=O)OCC(=O)Nc2ccccc2)cc1OC | 0%
Clc1cccc(CNc2n[nH]c(-c3ccco3)n2)c1 | ?
CCOC(=O)C1=C(C(Br)Br)NC(=O)NC1c1ccc2c(c1)OCO2 (stereo not drawn) | ?
NC1(C(=O)N2CCCC(CCc3cccc(C(F)(F)F)c3)C2)CC1 (stereo not drawn) | ?
C#CCNC(=O)c1ccc2nccn2c1 | 3%[12.5 µM]
O=C(COc1ccc(F)cc1)N1CCN(C(=O)c2nnn3c2COC(c2ccc(Cl)cc2)C3)CC1 (stereo not drawn) | 18%
CCOC(=O)C1=C(C(=O)OCC)C2N(Cc3ccc(C#N)cc3)c3ccccc3[C@@]23C[C@@H](C(=O)OC)N(S(=O)(=O)c2ccc(C#N)cc2)C3=N1 (stereo partly drawn) | 0%
Cn1c(N2CCC(Cc3ccccc3)CC2)nc2c1c(=O)n(Cc1ccc(Cl)cc1)c(=O)n2C | ?
CCn1c(C)c(CCC(=O)NCCC2=NCc3ccccc32)c(=O)n2nc(-c3ccccc3OC)cc12 | 21%
Cn1nc(C2CCNC2)c2c(C(=O)NCc3ccc(F)cc3)cc(C3CC3)nc21 (stereo not drawn) | ?
O=C(Cc1ccc(N2CCCC2=O)cc1)N1CCN(C(=O)C2CC2)CC1 | 12%
COCCN[C@H]1[C@@H]2OC[C@@H](O2)[C@@H](NCc2ccc3c(c2)OCO3)[C@@H]1O | 20%[176 µM]
Cc1cc(C)n(CCC(=O)N2CCC3(CC2)CC(N(C)Cc2ccccc2)CCO3)n1 (stereo not drawn) | 32%
COC(=O)[C@@]12C[C@@H](CC(=O)NCCc3ccccc3OC)C(=O)N(Cc3ccc4c(c3)OCO4)C1=CCC(C)(C)C2 | -21%
O=C(Cc1ccc(O)cc1)N1CC(CNc2ccccc2)C2(C1)CN(c1ccccc1)C2 (stereo not drawn) | -10%[176 µM]
Cc1cccc(NC(=O)c2ccccc2NC(=O)CSc2ncnc3ccccc23)c1 | -1%
CN1CCCCC1CC(=O)O (stereo not drawn) | -5%
CCCCCN1CCN(c2nc3c(c(=O)[nH]c(=O)n3C)n2CCCc2ccccc2)CC1 | ?
Cc1nc(-c2c3n(c(=O)n(Cc4ccc(F)c(F)c4)c2=O)CCCC3)no1 | 8%
COc1ccc(S(=O)(=O)N2CCc3c(C(=O)NCCc4cccs4)cccc32)cc1 | 21%
CC(C)C(=O)N(C)N(C)C(=O)C(C)C | -7%
O=C1NCc2ccccc2CC12CCN(CC1=CCCCC1)CC2 | 13%[6.33 µM]
O=C(NCCc1cccnc1)c1cc(-c2ccncc2)nc2ccccc12 | -3%
CSc1ccc(/C=C/C(=O)c2ccc(NC(=O)c3cccc(C)c3)cc2)cc1 | 17%
CCCNc1nc2ccccc2nc1C(=O)Nc1cccc(C)c1C | ?
COC(=O)C(C#N)c1nc2ccccc2nc1NCC(C)C (stereo not drawn) | -7%
COC(=O)c1cccc(NC(=O)NCc2c(-n3cccc3)sc3c2CCN(C)C3)c1 | ?
CN1CC(=O)N(C2CCCC2)Cc2c1ncnc2N1CCOCC1 | 15%[176 µM]
CN(C)C[C@@H]1CN(C)C[C@H]1NS(=O)(=O)c1ccccc1F | 57%[activator]
Cc1ccc(-c2cc(NC(=O)Cc3c(C)[nH]c4ccccc34)ccc2Nc2cccnc2)cc1 | 1%
C[C@@H](NC(=O)N1CCC(n2cc(CO)nn2)CC1)c1ccc(F)cc1 | ?
CCN(Cc1ccccc1)C(=O)/C=C/c1ccc(-c2ccccc2)s1 | 5%
COCc1nnc2n1CCC(NC(=O)Cc1c(C)noc1C)CC2 (stereo not drawn) | 14%

Compounds from the list above containing a halogen, in the order listed:
SMILES | ALOX12 inh
Cc1cccc(-c2nocc2CCC(=O)NCc2ccccc2F)c1 | 14%
Cc1ccc(NC(=O)c2cccc(NC(=O)NC(C)C)c2)cc1Cl | ?
Cc1cc(NC(=O)Cn2cnc3c2c(=O)n(C)c(=O)n3C)ccc1Br | -20%
Clc1cccc(CNc2n[nH]c(-c3ccco3)n2)c1 | ?
CCOC(=O)C1=C(C(Br)Br)NC(=O)NC1c1ccc2c(c1)OCO2 (stereo not drawn) | ?
NC1(C(=O)N2CCCC(CCc3cccc(C(F)(F)F)c3)C2)CC1 (stereo not drawn) | ?
O=C(COc1ccc(F)cc1)N1CCN(C(=O)c2nnn3c2COC(c2ccc(Cl)cc2)C3)CC1 (stereo not drawn) | 18%
Cn1c(N2CCC(Cc3ccccc3)CC2)nc2c1c(=O)n(Cc1ccc(Cl)cc1)c(=O)n2C | ?
Cn1nc(C2CCNC2)c2c(C(=O)NCc3ccc(F)cc3)cc(C3CC3)nc21 (stereo not drawn) | ?
Cc1nc(-c2c3n(c(=O)n(Cc4ccc(F)c(F)c4)c2=O)CCCC3)no1 | 8%
CN(C)C[C@@H]1CN(C)C[C@H]1NS(=O)(=O)c1ccccc1F | 57%[activator]
C[C@@H](NC(=O)N1CCC(n2cc(CO)nn2)CC1)c1ccc(F)cc1 | ?

New compounds follow
SMILES | ALOX12 inh
COc1ccc(CNC(=O)CC[C@]23CC[C@](C)(O)C[C@H]2C(C)(C)C[C@@H]3NC(=O)c2cccc(F)c2)cc1 | 7%
CCn1c(SCC(=O)Nc2ccccc2C(=O)NC2CC2)nnc1-c1ccoc1C | -9%
O=C(Cn1ccn2nc3c(c2c1=O)CCCCC3)Nc1ccc2c(c1)OCO2 | 4%
O=C(COc1ccccc1C(=O)Nc1ccccc1)NC(=O)NCc1ccco1 | ?
O=C(NCc1ccccc1Cl)[C@@H]1CNC[C@H]1COc1cccnc1 | 62%[activator]
Cc1ccc(NC(=O)c2nn(-c3ccccc3)c(=O)c3ccccc23)cc1Cl | 1%
Fc1ccccc1-c1csc(-c2ccccc2)n1 | -2%
COC(=O)[C@H](Cc1ccc(OC)cc1)NC(=O)[C@@H]1CN(C(=O)c2cccc(F)c2)CCN1C(=O)C1CCNCC1 | 9%
N#Cc1cccc(Cn2c(CN3CCCCC3)nc3scc(-c4cccs4)c3c2=O)c1 | 0%
CCc1noc2nc(C)nc(N3CCCC(C(=O)NCc4ccccc4F)C3)c12 (stereo not drawn) | 4%
O=C(CSc1nnc2n(-c3ccccc3)c(=O)c3ccccc3n12)Nc1ccccc1C(F)(F)F | 2%
CC(=O)N1CCN(C(=O)C[C@@H]2c3nc(NC(=O)C4CCC4)sc3C[C@@H]3[C@](C)(CO)[C@H](O)CC[C@]32C)CC1 | 22%
CN(CCCc1nccn1C)C(=O)[C@H]1CNC[C@H](C(=O)N2CCOCC2)C1 | 23%
CCN1C(=O)C(CC(=O)NC2CCCCCC2)Sc2ncccc21 (stereo not drawn) | -6%
CCN1CCN(c2nc3ncn(CC(=O)Nc4ccc(F)c(C)c4)c(=O)c3s2)CC1 | -2%
Cc1cc(NC(=O)N2CCC(Oc3ncccc3C(=O)N(C)C)C2)ccc1Br (stereo not drawn) | 32%[activator]
Nc1nccnc1C(=O)NCCSCc1ccsc1 | ?
C/C(=C\COc1c2ccoc2cc2oc(=O)ccc12)CCC(O)C(C)(C)O (stereo not drawn) | 11%
Cc1ccc(C(=O)N/C(=C\c2ccco2)C(=O)O)cc1 | ?
CCN(Cc1ccncc1)C(=O)CCC[C@@H]1[C@H]2CCCN3CCC[C@@H](CN1C(C)=O)[C@@H]23 | 54%[activator]
Cc1nc2ccccc2c(C)c1CC(=O)NC(C)c1ccco1 (stereo not drawn) | -7%
COc1ccccc1N1CCN(C(=O)C[C@@H]2CCNC[C@@H]2Cc2cc(-c3ccc(C(C)(C)C)cc3)on2)CC1 | -9%
CN(C(=O)C1CC1)C1CCc2ccccc21 (stereo not drawn) | 78%[activator][176 µM]
O=C(CCn1cncn1)N1CCC2(CC1)[C@H](O)C[C@@H]2OCCO | 31%
COc1cc(CN2CCC3(CC2)Cc2ccccc2CNC3=O)cc(OC)c1 | 12%[6.33 µM]
Cc1ccc(C2(O)CCN(c3nccc(CCC(F)(F)F)n3)CC2)nc1 | 60%[activator]
COc1cc(-c2cc(C)c3c(OC)ccc(OC)c3n2)cc2c1OCCN(C(=O)CCn1ccc(C)n1)C2 | -2%
Cc1cccc(CN2CCC3(CC2)OC(=O)N(Cc2cccnc2)C3(C)c2ccccc2)c1 (stereo not drawn) | 12%
O=C(CC1CCN(C(=O)c2cc(F)ccc2F)C1)NC1CC1 (stereo not drawn) | 42%[activator]
CCC(O)CNC(=O)c1cnn(-c2ncc3c(n2)-c2ccccc2CCC3)c1C1CC1 (stereo not drawn) | 8%
O=C(NC1CCCCCC1)c1cc2n(n1)CC(c1ccc(Cl)cc1)OC2 (stereo not drawn) | 3%
O=[N+]([O-])c1ccccc1S(=O)(=O)NC(c1ccccc1)c1cccs1 (stereo not drawn) | ?
CC1COCCN1C(=O)Cc1n[nH]c(=O)c2ccccc12 (stereo not drawn) | -26%
CCN(CC)S(=O)(=O)c1ccc2c(c1)cc(C(=O)NC(C)Cc1ccco1)n2C (stereo not drawn) | ?
COCCCNC(=O)C(NC(=O)c1ccccc1C)C1CCN(C(=O)c2ccc(F)cc2)CC1 (stereo not drawn) | 14%
COc1ccc(-c2c(C)noc2-c2ccc(O)cc2O)cc1OC | ?
CCn1nccc1C(=O)NC1CCCN(c2cc(N(C)C)ncn2)C1 (stereo not drawn) | 11%
CS(=O)(=O)c1ccc(CN2CCC3(CCNCC3)C2)cc1 | ?
COc1ccc(-c2cc(N3CCN(C(=O)c4cc(OC)cc(OC)c4)CC3)n[nH]2)cc1 | 56%[activator]
NC(=O)CCNC(=O)C1=C[C@@H](NC(=O)c2cccs2)[C@@H](O)[C@H](O)C1 | 31%[176 µM]
Cc1cc(C)n(CC(=O)N(C)C2CCc3nn(CC4CC4)c(=O)n3CC2)n1 (stereo not drawn) | 53%[activator]
c1ccc(O[C@H]2COCCN(Cc3cccc4c3OCO4)C2)cc1 | 14%[176 µM]
COc1ccc(-c2noc(-c3cc4cc(Cl)ccc4oc3=O)n2)cc1OC | -21%
Cc1cc2c(cc1C)CSC(c1ccc(N(C)C)cc1)SC2 | -1%
C[S+](=O)([O-])N1CCC(Cn2ccc3c(N4CCOCC4)nc(-c4ccncc4)cc32)CC1 | 12%
COc1ccc(CN[C@@H]2CO[C@H](CNC(=O)NC(C)C)[C@H]2O)cc1 | -17%[176 µM]
O=C(NCCC1=CCCCC1)C1CC(=O)N(c2n[nH]c3cccc(F)c23)C1 (stereo not drawn) | 50%[activator]
CC(C)=CCN1CC2(CCN(S(=O)(=O)c3cccs3)CC2)CC1=O | 20%
O=C(c1ccc(F)c(F)c1)N1CCC([C@@H]2CNC[C@H]2CO)CC1 | 9%
Oc1ccccc1CN1CC(CNc2cccnc2)C2(C1)CN(c1ccccc1)C2 (stereo not drawn) | 8%[176 µM]
O=C(Nc1ccc(Cl)cc1)c1nc2c(o1)CCN(Cc1ccc(F)cc1F)CC2 | ?
Cc1cccc(C(=O)N2CCC(c3n[nH]c(=O)n3Cc3ccc(F)cc3)CC2)c1 | ?
COc1ccccc1N1CCN(c2nc(CNC(=O)c3cc(C)oc3C)nc3ccccc23)CC1 | ?
COc1ccc(CN2CCCC(Cn3cc(C(=O)N4CCCC4)nn3)C2)c(O)c1 (stereo not drawn) | 5%
Cc1cnc(-c2ccccc2)n1CCNC(=O)NCc1ccccc1 | 36%[activator]
c1cc(-c2cnc([C@@H]3COCCN3C3CCCCC3)[nH]2)ccn1 | 22%[176 µM]
COc1ccc(OC)c(/C=C2\Oc3cc(OC(=O)C(C)(C)C)ccc3C2=O)c1 | -14%
O=C(c1ccc(C2SCCS2)cc1)N1CCN(Cc2ccccc2)CC1 | 54%
O=C(Nc1cccc(-n2cccn2)c1)C1CCCN1C(=O)CCn1cccn1 (stereo not drawn) | -1%
O=C(CCc1ccccc1)N1CCOc2ccc(CN3CCc4ccccc4C3)cc2C1 | -6%

Remaining list, next part
SMILES | ALOX12 inh
Cc1noc(-c2ccc(OCc3ccccc3F)cc2O)c1-c1ccc(Br)cc1 | ?
Cc1ccc(-c2cn3c(n2)CO[C@@H](CNC(=O)NCc2ccccc2)C3)cc1 | 60%[activator][176 µM]
CC(C)NC(=O)CSc1nnc(-c2cc3c(s2)CCC(C(C)(C)C)C3)n1C (stereo not drawn) | 19%
COc1ccc(NC(=O)Cn2c(-c3ccc(F)cc3)nc(C)cc2=O)cc1 | 34%[activator]

A draw from above in order of SMILES length, highest first.
SMILES | ALOX12 inh
CC(C)NC(=O)CSc1nnc(-c2cc3c(s2)CCC(C(C)(C)C)C3)n1C (stereo not drawn) | 19%
COc1ccc(NC(=O)Cn2c(-c3ccc(F)cc3)nc(C)cc2=O)cc1 | 34%[activator]
O=C(Nc1cccc(-n2cccn2)c1)C1CCCN1C(=O)CCn1cccn1 (stereo not drawn) | -1%
